Assay outcomes deposited in PubChem BioAssay by several laboratories.
PLC-gamma1 inh – inhibitors of human phospholipase C gamma1 | P19174 | purified PLC-gamma1, fluorogenic substrate, fluorescence | inhibition, % at 12.2 µM | 370,000 tested, 0.84% active; in the data active = inhibition above about 9.5%
ssDAF-12 act – activators of S. stercoralis DAF-12 nuclear receptor; HEK293 ssDAF-12/GRIP1 lit1-tk-luc reporter, luminescence; % of 3 µM dafachronic acid response; activation, % at 6.8 µM; 370,000 tested, 1% active;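 active = activation above the mean over all tested compounds plus 3 SD, cut at about 0.9% in these data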;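 note: 0% = DMSO-only wells and 100% = 3 µM delta7-dafachronic acid wells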
MBD2 DNA inh – blocks human MBD2 binding to methylated DNA; TR-FRET, MBD2 binding to methylated oligonucleotide; inhibition, % at 4.4 µM; Q9UBB5; AID 686964; 370,000 tested, 0.31% active; in the data active = inhibition above about 13%
Target sequence (Q9UBB5 whole entry, looked up): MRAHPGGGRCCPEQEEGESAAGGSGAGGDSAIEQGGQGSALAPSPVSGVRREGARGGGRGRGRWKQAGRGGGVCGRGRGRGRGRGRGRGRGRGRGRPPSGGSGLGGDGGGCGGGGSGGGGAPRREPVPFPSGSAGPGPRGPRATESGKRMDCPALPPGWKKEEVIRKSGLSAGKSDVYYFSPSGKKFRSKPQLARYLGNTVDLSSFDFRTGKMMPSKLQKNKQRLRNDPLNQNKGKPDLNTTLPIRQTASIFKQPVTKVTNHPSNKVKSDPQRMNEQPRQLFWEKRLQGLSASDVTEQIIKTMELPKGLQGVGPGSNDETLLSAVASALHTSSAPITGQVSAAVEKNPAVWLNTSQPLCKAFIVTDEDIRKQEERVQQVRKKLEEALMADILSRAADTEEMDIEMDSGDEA
DAX1 inh-1 – blocks DAX1 repression of SF-1 activated StAR promoter; 370,000 tested, 1.1% active; HEK293T StAR-luciferase reporter, SF-1/DAX-1 repression relief; AID 652010; inhibition, % at 6.8 µM;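 active = inhibition above the mean over all tested compounds plus 3 SD, cut at about 3.6% in these data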;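 note: 0% = DAX-1 cells with DMSO and 100% = cells lacking DAX-1 with DMSO; higher inhibition means more luminescence from relief of DAX-1 repression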
hgDAF-12 ag – agonists of H. glycines DAF-12 nuclear receptor. AID 687014. activation, % at 6.8 µM. HEK293 GAL4-hgDAF12 UAS-luciferase reporter, agonist luminescence; normalized to butyrate control. 370,000 tested, 1.8% active;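 active = activation above a cutoff set at the mean of all screened compounds plus 3 SD, cut at about 10% in these data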;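 note: 0% = DMSO wells and 100% = sodium butyrate wells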
hcDAF12 agonist – activates DAF-12 receptor from parasite H. contortus; HEK293 hcDAF-12 lit1-tk-luc reporter, luminescence; 0% DMSO, 100% Δ7-dafachronic acid; AID 652067; 370,000 tested, 1.4% active; activation, % at 6.8 µM;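 active = activation above the mean of all tested compounds plus 3 SD, cut at about 5.5% in these data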;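 note: 100% = response to 3 µM Δ7-dafachronic acid high control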
SMARCA2 act – SMARCA2 function activation, primary screen; MG213 cells, MMTV-luciferase reporter, dexamethasone, overnight; activation, % at 9.1 µM; 370,000 tested, 1% active; AID 652017; in the data active = activation above about 7.8%;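 note: 0% = vehicle wells and 100% = reference activator wells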
PLC-beta3 inh – PLC-beta3 (human) inhibition, primary screen; Q01970; Purified PLC-beta3, fluorogenic substrate, fluorescence; inhibition, % at 12.2 µM; 370,000 tested, 0.18% active; in the data active = inhibition above about 11%;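 note: 0% = median of compound wells on plate and 100% = full blocker control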
NR1D1 modulator – modulators of human Rev-erb alpha DNA binding; 370,000 tested, 0.79% active; Rev-erbα–FITC-DNA binding, fluorescence polarization, 90 min; AID 1259318; activity, % at 10 µM;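 active = activity above about 14%, limit read from the data; passing the limit was not always enough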;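 note: 0% = DMSO wells with 35 nM protein and 100% = DMSO wells with 750 nM protein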
Target sequence (P20393 whole entry, looked up): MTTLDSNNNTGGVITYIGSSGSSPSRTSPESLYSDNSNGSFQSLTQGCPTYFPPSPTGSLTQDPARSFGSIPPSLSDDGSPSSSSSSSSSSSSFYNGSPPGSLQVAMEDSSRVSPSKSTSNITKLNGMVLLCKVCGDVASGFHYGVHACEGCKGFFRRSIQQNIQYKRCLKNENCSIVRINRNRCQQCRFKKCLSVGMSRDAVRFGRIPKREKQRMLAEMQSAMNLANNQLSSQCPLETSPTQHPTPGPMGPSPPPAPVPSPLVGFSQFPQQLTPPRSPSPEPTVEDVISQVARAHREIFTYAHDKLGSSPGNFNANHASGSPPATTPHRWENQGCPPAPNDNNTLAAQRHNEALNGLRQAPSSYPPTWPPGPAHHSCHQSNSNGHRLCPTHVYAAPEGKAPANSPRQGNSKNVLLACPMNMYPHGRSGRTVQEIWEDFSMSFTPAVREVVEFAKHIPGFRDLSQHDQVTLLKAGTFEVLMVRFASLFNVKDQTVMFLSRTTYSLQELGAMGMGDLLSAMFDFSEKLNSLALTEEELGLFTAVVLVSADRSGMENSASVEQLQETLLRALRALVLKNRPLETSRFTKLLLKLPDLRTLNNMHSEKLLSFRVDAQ
ADAM17 inh – ADAM17 inhibition, QFRET primary screen; AID 720648; recombinant ADAM17, EDANS/DABCYL FRET peptide cleavage; 370,000 tested, 0.83% active; inhibition, % at 6.95 µM; P78536;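 active = inhibition above the mean of compounds lying between control limits plus 3 SD, set per campaign, cut at about 8.5% in these data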;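 note: 0% = DMSO-only wells as the low control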
DAX1 inh-2 – inhibits human nuclear receptor DAX1 | P51843 | 340,000 tested, 0.99% active | inhibition, % at 6.75 µM | AID 504766 | HEK293 Gal4-DAX1 luciferase reporter, luminescence;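 active = inhibition above the mean over all tested compounds plus 3 SD, cut at about 4.2% in these data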;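 note: 0% = DAX1-transfected cells with DMSO and 100% = empty-vector control cells with DMSO; inhibition shows as a rise in luminescence from relieved DAX1 repression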
An asterisk follows results filed as active; . = not tested or not shown.

SMILES	PLC-gamma1 inh	ssDAF-12 act	MBD2 DNA inh	DAX1 inh-1	hgDAF-12 ag	hcDAF12 agonist	SMARCA2 act	PLC-beta3 inh	NR1D1 modulator	ADAM17 inh	DAX1 inh-2
CC(C)(C)C(=O)NC(=S)NNC(=O)c1ccncc1	0	-0.1	-1	-0.5	3.5	-0.1	-1	0	-1	0	0.6
O=c1c(-c2ccco2)nc2ccccc2n1C(c1ccccn1)c1nc2ccccc2[nH]1 (stereo not drawn)	-68	1.1*	-8	0.8	3.9	2.8	-6	-97	-7	-26	.
COC(C(=O)Nc1ccnn1C1CCN(Cc2ccc(Cl)s2)CC1)c1ccccc1 (stereo not drawn)	2	-0.8	-3	1.5	2.0	2.7	0	-5	-4	-2	-0.3
CC(C)(C)NC(=O)C1(C)CCC(=O)N1CCCn1ccnc1 (stereo not drawn)	2	-1.5	4	-0.6	2.8	0.2	-4	-3	4	-2	.
Cc1ccc(OCC(O)CN2CCN(c3ccccc3)CC2)cc1 (stereo not drawn)	1	-1.0	0	-0.7	-1.2	-0.9	-1	-3	0	-3	-0.6
O/N=C/c1cccnc1Sc1ccccc1	2	-1.8	-2	-0.1	0.4	-0.3	2	1	-4	1	0.1
CCOc1ccc(CN(C(=O)c2ccco2)C2CCS(=O)(=O)C2)cc1 (stereo not drawn)	6	-1.6	1	0.8	-1.4	-0.7	-2	6	0	1	0.5
O=S(=O)(Nc1ccccc1)c1cccc2nsnc12	2	0.0	-3	0.3	-0.4	0.5	-1	-3	-13	0	1.2
Cc1ncc(C)c2c([N+](=O)[O-])cccc12	-11	-1.7	-5	-0.1	-1.8	-1.4	-4	-13	-35	-1	1.9
CC(=O)Nc1nonc1-c1nc2ccccc2n1N(C(C)=O)C(C)=O	-11	0.2	-5	0.4	2.6	4.8	-1	-13	-6	-5	-0.8
CCNC(=S)N1N=C2c3ccccc3CCC2C1c1ccc(F)cc1 (stereo not drawn)	1	-0.2	-5	0.4	0.3	0.6	-2	-3	7	1	.
CC(OC(=O)c1cc(Cl)ccc1[N+](=O)[O-])C(=O)NC(C)c1ccc(F)cc1 (stereo not drawn)	2	-1.5	2	-0.6	1.3	0.3	-1	2	0	0	-0.8
CCOC(=O)C1CCN(C(=O)CCS(=O)(=O)c2ccc3c(c2)CCN3C(C)=O)CC1	-1	-1.1	2	-0.8	0.0	-0.5	-3	3	1	-6	2.5
COc1ccc(NS(=O)(=O)c2ccc3oc(SC)nc3c2)cc1	-1	-1.2	-4	-0.8	-1.5	-1.3	-2	-4	-1	-2	-0.2
O=C(Nc1ccnc(-c2ccncc2)n1)c1ccccc1Cl	1	-0.9	3	0.4	0.1	-0.9	3	1	1	-2	-2.2
CC(COc1ccc(CC#N)cc1)CN1CCC(C(O)(c2ccccc2)c2ccccc2)CC1 (stereo not drawn)	7	-1.3	-4	-0.9	-0.9	1.3	1	8	11	8	.
c1ccc(Cn2c(SCC3CCC3)nnc2-c2cccnc2)cc1	2	-0.6	-3	-0.1	2.9	2.3	1	3	0	1	.
CC1(C)CC(N(Cc2ccco2)C(=O)Cc2ccccc2)CCO1 (stereo not drawn)	-2	-0.8	0	0.4	0.6	-1.2	-3	0	1	-2	-0.8
CC(C)(C)OC(=O)N1CCC(N[C@@H](Cc2c[nH]c3ccccc23)C(=O)NCC(c2ccccc2)c2ccccc2)(C(=O)NC2CCCCC2)CC1	0	-1.9	5	.	-1.1	1.6	.	2	-6	6	.
COC(=O)C1=C(C)NC2=C(C(=O)C(C(=O)OC)C(c3ccc(OC)cc3)C2)C1c1ccccn1 (stereo not drawn)	-71	-0.5	5	0.0	-1.9	0.5	-3	-82	4	-29	0.4
CCn1cc(CNC(=O)CCc2ccc(OC)cc2)cn1	3	-1.5	3	0.3	-1.6	0.6	0	5	5	2	1.2
N#C/C(=C\Nc1ccc(F)c(Cl)c1)C(=O)C1CC1	-1	-1.5	4	-0.5	0.8	0.9	2	0	2	-4	.
NC(=O)c1c(NC(=O)Cc2cccs2)sc2c1CCC2	-9	-0.8	3	-0.7	-3.6	-1.8	0	-10	-5	-6	-0.1
Cn1c(CSCc2ccccc2Cl)nnc1SCC(=O)Nc1nccs1	15*	-1.2	2	-1.4	-1.5	-1.1	-1	0	-1	-4	-0.3
COc1ccc(NC(=O)CCn2nc(C)cc2C)cc1	0	-1.2	-5	0.2	0.9	4.9	-2	3	-6	-4	1.0

(more compounds)
SMILES	PLC-gamma1 inh	ssDAF-12 act	MBD2 DNA inh	DAX1 inh-1	hgDAF-12 ag	hcDAF12 agonist	SMARCA2 act	PLC-beta3 inh	NR1D1 modulator	ADAM17 inh	DAX1 inh-2
CN(c1ccccc1)S(=O)(=O)c1cccc(NC(=O)C2CCCO2)c1 (stereo not drawn)	1	-0.8	-6	-1.2	-1.7	-1.7	3	-1	5	-1	-1.5
CC(Oc1cc2oc(=O)c3c(c2cc1Cl)CCC3)C(=O)NCCN1CCOCC1 (stereo not drawn)	1	-1.1	-2	1.0	-0.5	-2.5	-4	-13	-5	-23	1.7
Cc1ccc(Cl)cc1NS(=O)(=O)c1c(C)[nH]c(=O)[nH]c1=O	0	-1.1	1	-0.3	0.6	-0.3	-2	1	0	0	-0.1
COc1ccc(CNCC(O)(c2ccc(Cl)cc2)c2ccc(Cl)cc2)cc1OC	9.8*	-0.9	-1	-1.4	-1.6	-1.2	-5	6	7	3	-1.0
Cc1ccc(CNC(=O)c2ccc(N(C)C)cc2)cc1	-1	-1.0	3	0.2	10	1.8	1	-4	-3	-1	-2.3
COc1ccc(NC(=O)COC(=O)CNS(=O)(=O)c2ccc(C)cc2)c(OC)c1	-1	-0.5	-1	0.1	1.0	1.4	-1	0	-1	0	-1.1
CCOC(=O)C1(CCOC)CCN(C(=O)Cc2ccc3ccccc3c2)CC1	1	-1.3	2	-0.5	-0.2	-1.9	0	-2	-3	-1	-1.0
COc1ccc(-c2nn(CCC(=O)O)cc2/C=C/C(=O)O)cc1[N+](=O)[O-]	0	-0.8	3	-0.1	0.6	-2.2	0	5	-3	1	-0.3
CCCCc1c(C)c2ccc(OC)c(/C(C)=N\O)c2oc1=O	-22	-1.2	0	-0.6	0.7	-0.3	1	-26	0	-38	-0.9
Cc1cnc(C(=O)OCc2nc3ccsc3c(=O)[nH]2)cn1	-51	-1.1	-4	-1.4	1.1	1.1	2	-77	-16	-5	2.1
COc1ccc(C2=NN(C(=O)CCC(=O)O)C(c3ccc(OC)c(OC)c3)C2)cc1 (stereo not drawn)	-1	-0.3	3	0.2	1.9	-1.8	-2	-6	0	-4	-0.1
Cc1cccc(NC(=O)CSCc2cc(=O)n3nc(C4CC4)sc3n2)c1	-5	-0.7	4	-0.4	0.9	0.8	-3	-10	-1	-1	-0.8
CC(=O)c1ccc(N2CCN(C(=O)COc3ccc4c(c3)CCC4)CC2)cc1	-12	-1.2	2	0.4	-1.6	-3.1	-3	-16	-6	1	-0.2
COc1ccc(NC(=S)N2CCN(C(=O)c3ccccc3)CC2)cc1	0	-0.7	-3	-0.7	5.7	0.8	-2	-5	0	-1	-0.3
CN(C)Cc1ccccc1-c1cccc2nccn12	-82	-1.0	-2	1.0	2.8	0.9	2	-103	2	-86	.
CN(C)/C(CN1CCOCC1)=C1\N=C(c2ccccc2)OC1=O	-2	-1.6	-10	-0.6	-1.4	-1.3	-5	5	9	-2	0.1
CCCCN(CCCC)Cc1ccc(C(=O)NN)o1	-2	-0.6	-2	-0.5	0.7	-0.3	-1	-2	-1	-4	1.0
COc1ccc(NC(=O)C(=O)NCC(c2ccco2)N2CCc3ccccc3C2)cc1 (stereo not drawn)	-2	-1.1	5	-2.9	0.3	-0.9	-2	-3	-6	1	0.3
CCOC(=O)c1ccccc1-c1csc(N)n1	1	-1.4	-1	-0.5	-0.2	-0.9	1	2	3	-2	-0.6
Cc1ccc(C)c(NC(=O)CN(C)S(=O)(=O)c2cccc3cccnc23)c1	7	-1.6	13	-0.5	-4.5	-2.2	-2	-7	1	1	-0.1
O=C(NCCNc1nccc(C(F)(F)F)n1)c1cccc(C(F)(F)F)c1	0	-1.4	1	-0.3	-1.3	-1.7	2	-4	1	-2	3.2
COc1ccccc1OCCn1cc(/C=C(\C#N)C(=O)NCc2ccco2)c2ccccc21	0	-1.6	-3	-0.5	1.9	-3.2	-4	0	2	-2	-0.9
CC(C)(C)OC(=O)NC(Cc1ccccc1)C(=O)O (stereo not drawn)	0	-1.9	-1	-0.2	-0.1	-2.3	-2	-1	0	-3	1.7
COc1ccc(OC)c(C(=O)c2coc3ccc(OC)cc23)c1	-5	-0.9	1	0.1	-1.3	-2.9	-2	-5	2	3	-0.6
c1ccc(COc2cccc(-c3cc4nc(NCc5cccs5)ccn4n3)c2)cc1	-79	-1.5	3	0.8	1.3	-1.9	3	-106	0	-25	.

New compounds follow.
SMILES	PLC-gamma1 inh	ssDAF-12 act	MBD2 DNA inh	DAX1 inh-1	hgDAF-12 ag	hcDAF12 agonist	SMARCA2 act	PLC-beta3 inh	NR1D1 modulator	ADAM17 inh	DAX1 inh-2
O=C(CNc1cccc2ccccc12)N/N=C/c1ccc([N+](=O)[O-])o1	-3	-1.9	-1	-3.1	-11	-3.9	-2	-6	-1	-6	-0.6
Cc1cc(C(=O)NN=Cc2cccc(O)c2)n[nH]1	-1	-0.9	-6	1.0	4.2	1.5	-3	1	2	1	.
CCOC(=O)c1cc(-c2ccc3c(c2)OCCO3)n[nH]1	2	-0.1	-1	5.3*	19*	5.3	8	-1	4	0	5.8*
COc1cccc(Oc2cn[nH]c2-c2ccc(OCC(=O)NN)cc2O)c1	1	-0.7	-3	0.1	0.4	-1.8	-4	4	0	-1	-1.8
NNC(=O)c1ccc(Cn2cccn2)o1	-2	-1.5	2	-0.4	-0.3	-0.9	0	-1	4	-4	2.5
CN1C(C(=O)Nc2cccc(O)c2)=CC(c2cccs2)=NS1(=O)=O	10*	-0.3	-4	-1.6	1.0	-0.3	-5	6	4	9.7*	-1.0
O=C(COc1ccccc1)Nc1ccc(-c2nnc(-c3ccco3)o2)cc1	-4	0.0	4	0.8	8.8	6.3*	3	-3	6	-9	0.4
CCCN1C2CCCC1CC(NC(=O)NC1CCCCC1)C2 (stereo not drawn)	-1	-0.5	5	0.1	4.2	2.4	-4	-3	1	-2	1.6
CCOC(=O)COc1cccc2c(=O)n(CC(N)=O)ccc12	-1	-1.1	4	0.1	0.9	0.1	0	-10	11	-12	-1.9

With a hit mark in DAX1 inh-1, among the entries above:
| Compound | PLC-gamma1 inh | ssDAF-12 act | MBD2 DNA inh | DAX1 inh-1 | hcDAF12 agonist | SMARCA2 act | PLC-beta3 inh | NR1D1 modulator | ADAM17 inh | DAX1 inh-2 |
| --- | --- | --- | --- | --- | --- | --- | --- | --- | --- | --- |
| CCOC(=O)c1cc(-c2ccc3c(c2)OCCO3)n[nH]1 | 2 | -0.1 | -1 | 5.3* | 5.3 | 8 | -1 | 4 | 0 | 5.8* |

Quoted at random: 2 entries already listed.
SMILES	PLC-gamma1 inh	ssDAF-12 act	MBD2 DNA inh	DAX1 inh-1	hgDAF-12 ag	hcDAF12 agonist	SMARCA2 act	PLC-beta3 inh	NR1D1 modulator	ADAM17 inh	DAX1 inh-2
COc1cccc(Oc2cn[nH]c2-c2ccc(OCC(=O)NN)cc2O)c1	1	-0.7	-3	0.1	0.4	-1.8	-4	4	0	-1	-1.8
CCOC(=O)c1cc(-c2ccc3c(c2)OCCO3)n[nH]1	2	-0.1	-1	5.3*	19*	5.3	8	-1	4	0	5.8*
